TAG inh = reduces triacylglycerol accumulation in H9c2 cells; hit rate 0.66% among 230,000; Nile Red lipid (TAG) fluorescence; cells loaded with 200 µM oleic acid; AID 651582; inhibition, % at 12.5 µM;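 active means pattern-corrected inhibition of lipid staining of at least 50% with the nuclear-stain viability signal not falling by more than 50%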;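 further: 0% = DMSO wells and 100% = triacsin C control wells; some results filed as inactive read as strong as hits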
TAG inh DAPI viability = second read-out of TAG inh, no call of its own (marks repeat the call); DAPI nuclei signal change (viability), lower = more cytotoxic, %;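 whole-well DAPI fluorescence read on a plate reader as a viability signal; minus 50 percent equals half of cells still viable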
* marks the source's active call; other numbers are inactive results. Not all compounds are listed. The share of hits here may be higher or lower than overall.

A first look, 3 compounds:
SMILES	TAG inh	TAG inh DAPI viability
CCCNC(=O)C(Cc1ccc(I)cc1)NC(=O)C1CC1 (stereo not drawn)	-7	-2
CC1=C(C(=O)N2CCOCC2)CC(CC(=O)NCCN2CCOCC2)C(=O)N1Cc1ccccc1 (stereo not drawn)	-9	-3
COc1ccccc1C(=O)NCCC(=O)NNC(=O)Cn1ccc(C(F)(F)F)n1	5	1

The listing, repeating the preview:
SMILES	TAG inh	TAG inh DAPI viability
CCCNC(=O)C(Cc1ccc(I)cc1)NC(=O)C1CC1 (stereo not drawn)	-7	-2
CC1=C(C(=O)N2CCOCC2)CC(CC(=O)NCCN2CCOCC2)C(=O)N1Cc1ccccc1 (stereo not drawn)	-9	-3
COc1ccccc1C(=O)NCCC(=O)NNC(=O)Cn1ccc(C(F)(F)F)n1	5	1
CSc1ccc(C(=O)c2[nH]c(=O)[nH]c2C)cc1	-16	-2
COc1ccc(/C=N/Nc2nc(Nc3ccccc3)nc(N3CCCC3)n2)cc1	5	-1
O=C(Nc1ccc(S(=O)(=O)N2CCCCC2)cc1)c1ccncc1	7	-7
Cc1cc(C)c(S(=O)(=O)NCCn2ccc3ccccc32)c(C)c1	-24	-9
Cc1ccc(C(=O)NCC(=O)OCC(=O)Nc2ncc(C(F)(F)F)cc2Cl)cc1	-7	1
C/C=C/CSc1nc2c(c(=O)[nH]c(=O)n2C)n1C(C)C	-173	8
Cc1cc(C)nc(NC(=O)CN2C(=O)c3ccccc3S2(=O)=O)n1	-12	-1

Five records picked at random from those above, as already listed:
SMILES	TAG inh	TAG inh DAPI viability
COc1ccc(/C=N/Nc2nc(Nc3ccccc3)nc(N3CCCC3)n2)cc1	5	-1
O=C(Nc1ccc(S(=O)(=O)N2CCCCC2)cc1)c1ccncc1	7	-7
Cc1cc(C)nc(NC(=O)CN2C(=O)c3ccccc3S2(=O)=O)n1	-12	-1
CCCNC(=O)C(Cc1ccc(I)cc1)NC(=O)C1CC1 (stereo not drawn)	-7	-2
Cc1cc(C)c(S(=O)(=O)NCCn2ccc3ccccc32)c(C)c1	-24	-9

Going on with the list:
SMILES	TAG inh	TAG inh DAPI viability
CCOc1ccc(NC(=O)CN(C)C(=O)c2ccc(C)c(S(=O)(=O)N3CCCCC3)c2)cc1OCC	27	0
O=C1C=C(c2ccc(F)cc2OCc2ccccc2)C[C@@H](c2ccc3c(c2)OCO3)C1	-12	4
CC1CCCN(S(=O)(=O)c2ccc3[nH]c(=O)cc(C(=O)NCCCN4CCCCCC4)c3c2)C1 (stereo not drawn)	-10	22
CN(C)C(=O)COc1ccc(Oc2ccccc2)cc1	14	-7
COc1ccc(S(=O)(=O)N(Cc2ccccc2)c2ccccc2C(=O)O)cc1	5	-9
COc1ccc(N2CCN(C(=O)/C(C#N)=C/c3ccccc3)CC2)cc1	7	3
COc1ccc(NC(=O)CN(C)C(=O)c2ccc(N3CCCC3)c([N+](=O)[O-])c2)cc1	-13	-2
O=C(CSc1nc2cc(S(=O)(=O)N3CCOCC3)ccc2o1)Nc1c(F)cccc1F	30	-1
COc1ccc(N(CC(=O)Nc2ccc3c(c2)OCO3)S(=O)(=O)c2ccc(C)cc2)cc1OC	-3	-12
CCOc1ccc(CN(C)C(=O)CCc2ccc(S(=O)(=O)N3CCCCCC3)cc2)cc1	2	-20
O=C(c1ccc(S(=O)(=O)NCc2ccco2)cc1)N1CCCC1	-4	-10
CC(C)(C)NC(=O)CSc1ncccc1-c1nc2ccccc2[nH]1	-6	-1
CCCCc1ccc(NC(=O)N[C@H](C(=O)O)C(C)C)cc1	6	-7
O=c1cc[nH]c2c1ccc1cccnc12	19	2
CC(=O)c1c(C)[nH]c(C(=O)OCn2nnc3ccccc3c2=O)c1C	8	-3
C=CCn1c(SCC(=O)NCCCC)nc2scc(-c3ccco3)c2c1=O	-4	2
c1ccc(CN2CCC(Nc3ncnc4sccc34)CC2)cc1	-6	-3
CCCCN(C(=O)c1cccc(N2C(=O)c3ccccc3C2=O)c1)c1c(N)n(CC(C)C)c(=O)[nH]c1=O	-16	-5
CN(CCCC(=O)Nc1ccncc1)S(=O)(=O)c1ccc(Cl)cc1	-26	-5
COC(=O)c1ccc(C(=O)OC)c(NC(=O)CCS(=O)(=O)Cc2ccccc2)c1	10	4

Shown with values under each structure: entries from further up
The line under a structure holds: TAG inh | TAG inh DAPI viability
O=C(c1ccc(S(=O)(=O)NCc2ccco2)cc1)N1CCCC1
    -4 | -10
CC(C)(C)NC(=O)CSc1ncccc1-c1nc2ccccc2[nH]1
    -6 | -1
CCCCc1ccc(NC(=O)N[C@H](C(=O)O)C(C)C)cc1
    6 | -7

Going on with the list.
SMILES	TAG inh	TAG inh DAPI viability
O=C(NC(=S)Nc1ccc2[nH]c(=O)[nH]c2c1)c1cncc(Br)c1	-13	0
COc1cccc(NC(=O)CN(C)C(=O)c2c(C)noc2C)c1	-6	6
CC(=O)c1c(C)[nH]c(C(=O)COC(=O)CNS(=O)(=O)c2ccccc2)c1C	-15	6
O=S(=O)(NCc1nc2ccccc2[nH]1)c1ccccc1	-15	5
COc1ccc(CC(=O)NC(C)c2nnc(SCC(=O)Nc3ccccc3)n2C)cc1 (stereo not drawn)	5	-9
CCOC(=O)CCNC(=O)CCNC(=O)C(c1ccccc1)c1ccccc1	-20	3
C=CC[C@H](CC(=O)N[C@H](CO)Cc1ccccc1)C(=O)N[C@@H](COC(=O)[C@@H](CC=C)Cc1ccc(F)cc1)Cc1c[nH]c2ccccc12	19	11
O=C(CSc1nc2c(cnn2-c2ccc(F)cc2)c(=O)[nH]1)N1CCCCC1	8	1
Cc1ccc(-c2nn(-c3ccccc3)cc2/C=C(\C#N)c2cccc(C#N)c2)o1	15	7
C#CC(C)(CC)NC(=O)c1cc2nc(C3CC3)cc(C(F)(F)F)n2n1 (stereo not drawn)	-1	4

Not a retest: entries from further up.
SMILES	TAG inh	TAG inh DAPI viability
O=C(NC(=S)Nc1ccc2[nH]c(=O)[nH]c2c1)c1cncc(Br)c1	-13	0
COc1cccc(NC(=O)CN(C)C(=O)c2c(C)noc2C)c1	-6	6
CC(=O)c1c(C)[nH]c(C(=O)COC(=O)CNS(=O)(=O)c2ccccc2)c1C	-15	6

(cont.)
SMILES	TAG inh	TAG inh DAPI viability
CCOc1ccc(C(=O)OCC(=O)N(Cc2ccccc2)Cc2ccccc2)cc1OC	12	-3
N#Cc1cn(Cc2ccccc2)c2ccccc12	-8	7
CCOC(=O)C1CCCN(C(=O)c2cc(S(=O)(=O)N3CCCCC3)c[nH]2)C1 (stereo not drawn)	4	-1
CN(C)c1ccc(C=C2SC(=S)N(Cc3ccco3)C2=O)cc1	-143	-3
COc1ccc(CC(=O)NC(C)c2nnc(SCC(=O)c3ccc(OC)cc3)n2C)cc1 (stereo not drawn)	14	-14
CC(=Cc1ccccc1)C(=O)c1ccccc1	-2	-6
C=CCn1c(C)cc(-c2csc(NC(=O)C3=COCCO3)n2)c1C	13	0
CCN(CC(=O)Nc1ccc2c(c1)OCCO2)C(=O)/C=C/c1ccc(OC)cc1OC	8	-1
COc1ccc(-c2ccc(C(=O)Nc3cccc(F)c3)c3occc23)c(C)c1	-52	9
CCN1CCc2c(sc(NC(=S)NC(=O)c3ccc(Cl)cc3)c2C(N)=O)C1	-4	-2
Cc1ccc(OCCC(=O)NNC(=O)c2cc(C)oc2C)cc1	-19	10
COc1cccc(NC(=O)CSc2ccc3nnc(CCNC(=O)c4ccccc4)n3n2)c1	-8	11
COc1ccc(OC)c(S(=O)(=O)CC(O)COc2ccccc2Cl)c1 (stereo not drawn)	16	-3
N#Cc1ccc(/C=N/N=C(N)N)cc1	6	-7
CNC(=O)Cc1csc2ccc(Cl)cc12	-7	15
O=C(C1CCN(S(=O)(=O)c2cccc3cccnc23)CC1)N1CCN(c2ccccn2)CC1	-26	-2
O=C(CCCCn1c(=O)c2ccccc2n(Cc2ccccc2)c1=O)NC1CCN(Cc2ccccc2)CC1	-2	11
COc1ccccc1OCCCCN1CCN(c2ccccc2OC)CC1	-3	-1
O=C(Nc1ccccc1NS(=O)(=O)c1ccc(F)cc1)C1CCCC1	3	-5
CCN(c1ccccc1)S(=O)(=O)c1ccc(C(=O)NC2CCN(Cc3ccccc3)CC2)cc1	-5	-1
CN(C)c1ccc(C2N3CC4(C)CN2CC(C)(C3)C4O)cc1 (stereo not drawn)	-8	11
COc1ccc(C2NC(c3ccc(OC)c(OC)c3OC)C(C)C(=O)C2C)c(OC)c1OC (stereo not drawn)	16	8
COC(=O)C(c1ccccc1)C1(O)CC(C)N(C)CC1C (stereo not drawn)	2	-4
CCOc1ccccc1N1CCN(S(=O)(=O)c2ccc3c4c(cccc24)C(=O)N3)CC1	52*	-21*
CCn1c(CSc2nc(C)cs2)nc2cc(S(=O)(=O)N(C)C)ccc21	-5	-4
CC(=O)Nc1ccc(NC(=O)C2CC(=O)N(C(C)C)C2)cc1 (stereo not drawn)	-4	-11
C/C(=N\NC(=O)c1n[nH]c2c1CCC2)c1ccco1	9	-1
COC(=O)C1CCN(c2cnccn2)CC1	-1	5
CC1=C(C)CC(C(=O)Nc2nc(C)cs2)C(C(=O)O)C1 (stereo not drawn)	3	1
NC(=O)c1ccc(Oc2ccc(C(N)=O)cc2)cc1	2	3
O=C(O)Cc1ccc2c(c1)Cc1cccnc1O2	-6	0
O=C(NNS(=O)(=O)c1ccccc1[N+](=O)[O-])c1ccc(F)cc1	-12	-3
Cc1ccc(-n2c(-c3cc(-c4ccco4)[nH]n3)n[nH]c2=S)c(Br)c1	-2	-1
CN(C)C(CNC(=O)c1ccc2[nH]c(=O)c(=O)[nH]c2c1)c1ccco1 (stereo not drawn)	-33	107
O=C(CCNS(=O)(=O)c1ccc(Cl)cc1)NCc1cccs1	8	-15
CC(C)CCNC(=O)NC(=O)CSc1ncccn1	-14	-7
CC(=O)Nc1nc(-c2ccc3c(c2)CCO3)cs1	16	-1
S=C1NCCOCCOCCOCCNC(=S)NCCOCCOCCOCCN1	-11	3
CN(N=Cc1ccccc1O)c1ccc2ccccc2n1	12	1
O=C1CC(c2ccccc2)Cc2nc(N3CCc4ccccc4C3)ncc21 (stereo not drawn)	-1	-1
COc1ccc(-c2cc(C(=O)NCc3ccco3)c3ccccc3n2)c(OC)c1	-17	8
COc1ccc(C(CNC(=O)CCOc2ccccc2)N(C)C)cc1 (stereo not drawn)	11	-6
CNC(=S)N1CCN(c2ccc(Cl)c(Cl)c2)CC1	9	2
CCOc1ccc(OCC)c2sc(C)nc12	-12	6
CCOC(=O)N1CCN(C(=O)c2ccc3oc(CCCc4ccccc4)nc3c2)CC1	2	1
Cc1cc(NC(=O)CSc2nnc(C3CC3)n2N)c([N+](=O)[O-])cc1C	-5	13
CCOC(=O)N1CCC(N2Cc3cccc(C(=O)N4CCN(c5cccc(Cl)c5)CC4)c3C2=O)CC1	-15	2
COc1ccc(-c2cc(C(F)(F)F)nc(SCCC(=O)N3CCN(C)CC3)n2)cc1	4	3
O=C(Cn1cnc2c(oc3ccccc32)c1=O)c1ccccc1	-98	-1
CC(=O)NCC(=O)OC(C)C(=O)Nc1ccc(C(C)=O)cc1 (stereo not drawn)	-10	6

(next part)
SMILES	TAG inh	TAG inh DAPI viability
O=C(C1CC(=O)N(c2ccc3c(c2)OCCO3)C1)N1CCN(S(=O)(=O)c2ccccc2F)CC1 (stereo not drawn)	-9	-3
COc1cc(/C=C2\SC(=O)N(CC(=O)Nc3cccc(C)c3)C2=O)ccc1OC(C)C(=O)O (stereo not drawn)	6	2
COc1cccc(CNC(=O)c2cc3c(C)nc4ccccc4c3o2)c1	7	-2
CC1(C(=O)Nc2cccc3cccnc23)CCN1C(=O)CC1CC1 (stereo not drawn)	-21	-1

Compound activity from PubChem BioAssay.
